# LMPTP inh – LMPTP phosphatase inhibitors, primary screen, biochemical, fluorescence intensity, uHTS. Low molecular weight phosphotyrosine protein phosphatase (Homo sapiens), P24666. recombinant LMPTP-A, OMFP fluorogenic substrate. inhibition, % at 20 µM. 360,000 compounds, 0.22% hits. AID 651560, 2012;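 active = compounds that cut the enzyme signal by at least half of the control window in the single-dose screen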;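 note: plate controls were DMSO wells with enzyme plus substrate for no effect and substrate without enzyme for full effect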
# Target sequence (P24666 whole entry, looked up): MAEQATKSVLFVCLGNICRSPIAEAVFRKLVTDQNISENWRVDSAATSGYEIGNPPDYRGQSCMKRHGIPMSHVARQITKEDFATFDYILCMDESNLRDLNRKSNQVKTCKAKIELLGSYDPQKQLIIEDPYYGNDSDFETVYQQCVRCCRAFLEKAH
#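 Assay system: LMPTP-A phosphatase enzyme | Input: 0.625 nM enzyme | Also added: Fluorogenic phosphatase substrate OMFP at 400 µM final | Compound dosing: One test concentration per compound, 20 µM, with 3% DMSO overall | Schedule: 50 min enzyme reaction at room temperature, protected from light | Signal: Fluorescence intensity | Benchmarks: no-enzyme and uninhibited controls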
# Rpn11 inh – Rpn11 (PSMD14) deubiquitinase inhibitors, primary screen, biochemical, fluorescence polarization, uHTS. human 26S proteasome, Ub4-pepOG fluorescence polarization; 20S core pre-blocked with epoxomicin. AID 588493, 2011. calls only at 20 µM. 360,000 compounds, 0.59% hits;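 active = inhibition at 20 µM, scaled to each plate's controls, above about 33%, limit read from the data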
# MsrA inh – bovine MsrA enzyme inhibitors, primary screen, biochemical, absorbance, HTS; purified bovine MsrA, absorbance read-out; 360,000 compounds, 0.75% hits; AID 651718, 2012; Methionine sulfoxide reductase A (Bos taurus); inhibition, % at 15.5 µM; in the data active = inhibition above about 4.5%;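 note: 0% = vehicle wells with enzyme and 100% = reference inhibitor wells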
# Scp1 inh – Scp-1 phosphatase inhibitors, primary screen, biochemical, colorimetric, uHTS; Carboxy-terminal domain RNA polymerase II polypeptide A small phosphatase 1 (Homo …; Recombinant Scp1, phosphopeptide, malachite green phosphate absorbance; inhibition, % at 20 µM; 340,000 compounds, 0.88% hits;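 active = inhibition above about 50% at 20 µM, limit read from the data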;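 note: plate controls were DMSO wells with enzyme for no effect and wells lacking enzyme for full effect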
# Target sequence (Q9GZU7 76-261 limits assumed): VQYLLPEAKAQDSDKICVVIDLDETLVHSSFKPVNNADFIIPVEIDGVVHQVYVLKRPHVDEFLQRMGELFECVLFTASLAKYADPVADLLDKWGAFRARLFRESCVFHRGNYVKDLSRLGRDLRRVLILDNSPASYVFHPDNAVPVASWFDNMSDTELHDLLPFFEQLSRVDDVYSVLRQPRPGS
#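 Incubation: 45 min enzyme reaction at room temperature / System: truncated SCP-1 phosphatase (76-261aa) / Reagent: Phospho 17-mer peptide substrate / Buffer or medium: Acidic Tris acetate buffer with magnesium and detergent / Signal: absorbance at 630 nm / Doses: one concentration, 20 µM, with 1.0% DMSO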
# NadD inh – inhibitors of S. aureus NadD, primary screen, biochemical, colorimetric, uHTS | 360,000 compounds, 0.78% hits | Nicotinate-nucleotide adenylyltransferase NadD (Staphylococcus aureus N315) | inhibition, % at 20 µM | purified NadD enzyme, colorimetric absorbance read-out; in the data active = inhibition above about 26%; note: some compounds past the cut are filed as inactive
# STEP inh – STEP phosphatase inhibitors, primary screen, biochemical, fluorescence intensity, uHTS | Tyrosine-protein phosphatase non-receptor type 5 (Homo sapiens), P54829 | recombinant STEP, OMFP fluorogenic substrate | inhibition, % at 20 µM | 360,000 compounds, 0.25% hits | AID 588621, 2011;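 active = inhibition at 20 µM, scaled per plate between control wells, above about 37%, limit read from the data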;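 note: 0% = DMSO with enzyme and substrate and 100% = substrate only without enzyme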
# Target sequence (P54829 whole entry, looked up): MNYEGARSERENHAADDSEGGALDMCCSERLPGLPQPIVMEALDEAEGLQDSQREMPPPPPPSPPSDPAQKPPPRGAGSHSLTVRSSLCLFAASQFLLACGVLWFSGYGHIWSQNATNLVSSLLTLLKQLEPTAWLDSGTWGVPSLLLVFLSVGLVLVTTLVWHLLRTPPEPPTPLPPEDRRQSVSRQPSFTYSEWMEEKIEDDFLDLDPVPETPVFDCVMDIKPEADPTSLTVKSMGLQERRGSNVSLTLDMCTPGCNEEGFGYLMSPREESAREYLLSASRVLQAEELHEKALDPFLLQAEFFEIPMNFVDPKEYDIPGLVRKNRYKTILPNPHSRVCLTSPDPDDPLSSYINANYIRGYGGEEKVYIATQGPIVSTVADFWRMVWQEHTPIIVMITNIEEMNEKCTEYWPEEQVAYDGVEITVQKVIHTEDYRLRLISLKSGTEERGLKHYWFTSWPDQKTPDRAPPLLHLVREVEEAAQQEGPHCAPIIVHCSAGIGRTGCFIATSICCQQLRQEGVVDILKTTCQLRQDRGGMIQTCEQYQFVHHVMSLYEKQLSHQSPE
#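 System: STEP (striatal-enriched tyrosine phosphatase) enzyme, cell-free; medium: Bis-Tris pH 6.0 buffer with DTT, detergent; dosing: 20 µM, 1% DMSO; times: reaction 20 min, ambient temperature; detection: fluorescence, 480/540 nm; read-out basis: normalized % inhibition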
# TbMetRS inhib – T. brucei MetRS inhibitors, primary screen, biochemical, luminescence | purified T. brucei MetRS, ATP depletion, Kinase-Glo luminescence | inhibition, % at 11.9 µM | 360,000 compounds, 0.4% hits;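 active = inhibition above a per-plate cutoff of the control wells' mean inhibition plus 3 SD, cut at about 5.5% in these data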;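 note: 0% = DMSO wells median and 100% = median of wells with control inhibitor compound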
#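 Test system – parasite MetRS enzyme · Reagent – substrates ATP, L-methionine and bulk Escherichia coli tRNA · Doses – 11.9 µM compound single dose, 0.9% DMSO · Times – 15 min enzyme-compound preincubation, 2 h reaction, 10 min detection, 25 °C · Signal – Kinase-Glo luminescence, ATP depletion format · Controls – DMSO-only wells as low control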
# DNMT1 inh – human DNMT1 methyltransferase inhibitors, primary screen, biochemical, molecular beacon, fluorescence, HinP1I cleavage, uHTS | DNA (cytosine-5)-methyltransferase 1 (Homo sapiens), P26358 | inhibition (reported as % activation of signal), % at 10 µM | 360,000 compounds, 0.83% hits | AID 588458, 2011; in the data active = inhibition above about 50%
# SUMO1-SIM PPI – modulators of SUMO1 protein-protein interactions, primary screen, biochemical, uHTS. Small ubiquitin-related modifier 1 (Homo sapiens), P63165. SUMO1 binding to a labelled peptide, TR-FRET, 1 h. inhibition, % at 20 µM. 360,000 compounds, 0.33% hits. AID 602429, 2012; in the data active = inhibition above about 37%
# Target sequence (P63165 whole entry, looked up): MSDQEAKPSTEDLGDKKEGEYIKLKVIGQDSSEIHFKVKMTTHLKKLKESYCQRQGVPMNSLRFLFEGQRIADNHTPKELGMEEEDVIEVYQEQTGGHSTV
# CSN deneddyl inh – inhibitors of CSN-mediated cullin deneddylation, primary screen, biochemical, fluorescence polarization, uHTS; inhibition, % at 12.5 µM; Purified CSN, SCF-Nedd8-OG deneddylation; 360,000 compounds, 0.38% hits; COP9 signalosome complex subunit 5 (Homo sapiens), Q92905; AID 651999, 2013;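 active = pattern-corrected inhibition above about 35%, with an unprinted fluorescence ratio check between 0.5 and 1.5, limit read from the data, passing the limit was not always enough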;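 note: 0% = enzyme with substrate and 100% = substrate without enzyme; some results filed as inactive read as strong as hits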
#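 assay system = purified human Csn5 enzyme expressed in HEK293T cells | amount = 0.24 nM enzyme | buffer or medium = Tris/NaCl/DTT buffer, pH 7.5 | reagent = 10 nM SCFSkp2-Nedd8OG | compound = one concentration, 12.5 µM, 0.25% DMSO | times = 90 min reaction at room temperature | signal = FP | read-out basis = % inhibition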
# * marks the source's active call; other numbers are inactive results; i = inactive; / = not tested or not shown.
SMILES,LMPTP inh,Rpn11 inh,MsrA inh,Scp1 inh,NadD inh,STEP inh,TbMetRS inhib,DNMT1 inh,SUMO1-SIM PPI,CSN deneddyl inh
COC(=O)c1ccc(S(=O)(=O)N2C3CCC2CC(NC(=O)NC2CCCCC2)C3)cc1 (centres undefined),-0.6,i,0.8,1,-8,3,-0.2,7,-1,-1
CCOc1ccc(C(=O)CCC(=O)NCC(=O)Nc2ccc(F)c(F)c2F)cc1,0.5,i,0.1,/,1,0,-0.2,-1,-7,3
O=C(NCc1cc(Cl)cc(Cl)c1)c1csc([C@@H]2O[C@H](CO)[C@H](O)[C@H](O)[C@H]2O)n1,1.2,i,1.6,/,3,-4,8.7*,11,0,2
CCCCOC(=O)Nc1nnc(SCCOc2ccc(C)cc2)s1,-1.1,i,-0.4,1,13,-7,-1.3,8,1,-1
Cc1c(CN2CCN(CC(C)C)C(CCO)C2)[nH]c2ccc(Cl)cc12 (centres undefined),-0.4,i,0.1,-10,-5,0,1.2,-1,-8,-1
CN(C)CCNC(=O)C(=O)c1c(-c2ccccc2)cc2ccccn12,0.3,i,3.0,-3,-10,1,0.4,-4,-18,3
c1ccc(Cn2nnnc2C(c2cccs2)N2CCc3ccccc3C2)cc1 (centres undefined),1.7,i,/,6,-4,2,-0.2,-1,3,-5
CSCCC(NC(=O)COc1ccccc1)C(=O)N1CCN(C(C)=O)CC1 (centres undefined),-0.7,i,-0.1,-7,-7,2,-0.5,2,-4,-2
CC1(C(=O)Nc2ccc3ccccc3c2)CCC(=O)N1C1CCN(Cc2ccccc2)CC1 (centres undefined),-0.6,i,0.8,/,-10,-3,-0.5,-3,-2,-1
CCOC(=O)c1cc(-c2sc(NC(=O)c3ccccc3)nc2C)n(Cc2ccccc2)n1,3.5,i,0.8,/,3,-1,-0.7,-16,2,9
C#CCNC(=O)C1=C[C@@H](c2ccc3c(c2)OCO3)C[C@@H](OCCCCO)O1,5.8,i,0.8,-11,8,2,-0.2,-5,-4,2
CN(Cc1ccc(F)cc1)Cc1nc(-c2cnccn2)no1,-0.2,i,0.0,-6,4,-2,-0.7,2,-2,-20
NS(=O)(=O)c1ccc(SCc2ccccc2)nc1,0.3,i,0.1,8,-8,1,1.7,5,1,1
COc1ccc(-c2oc3c(c2C#CCCCCO)C(OCCO)CC3)cc1 (centres undefined),1.0,/,-0.1,/,-5,/,-0.3,/,-1,-3
CCOC(=O)C(C)N1C(=O)S/C(=C/c2cc(C)n(-c3ccncc3)c2C)C1=O (centres undefined),0.3,i,1.5,-6,-1,-1,-0.2,-5,-12,4
Cc1ccccc1OCC(=O)OC(C)CN1CCN(C)CC1 (centres undefined),-5.2,i,0.3,-1,3,-1,-0.1,1,0,4
[O-]/C(=C(\C(=S)Nc1cccc2ccccc12)[n+]1ccccc1)c1ccc2c(c1)OCCO2,3.4,i,1.3,2,24,2,-0.3,-2,-5,7
COc1ccc(C(=O)N/C(=C\c2cccc([N+](=O)[O-])c2)C(=O)Nc2cccc(C(=O)O)c2)cc1,-0.5,i,1.3,13,-3,2,0.6,3,-15,-9
Fc1ccc(COc2ccc3ccccc3c2CNc2nn[nH]n2)cc1,0.6,i,1.0,2,10,-2,-0.4,1,-11,4
CCC(C)[C@H]1CN=C(N)N1CCc1cccc2ccccc12 (some centres undefined),-0.4,i,-0.3,-4,-3,1,0.0,0,-8,-2
CC(C)(C)OC(=O)NCc1ccc(CNC(=O)c2nc[nH]c2C(=O)N2CCN(C(=O)OC(C)(C)C)CC2)cc1,0.4,i,-1.2,-4,5,0,-0.2,2,1,2
Cc1ccc(N(CC(=O)N2CCCC2)S(C)(=O)=O)c(C)c1,-2.0,i,0.1,-8,-5,3,-1.8,0,3,-1
CCCCCOC(=O)CSc1n[nH]c(=O)[nH]c1=O,-1.0,i,-0.5,-2,-1,0,-0.5,3,-1,-7
CCN1CCN(C(=O)CN(c2ccc(F)cc2)S(=O)(=O)c2ccc(OC)c(OC)c2)CC1,-1.1,i,-0.3,16,-1,0,-0.2,0,-1,2

# In another format: entries from further up
Structure: CC(C)(C)OC(=O)NCc1ccc(CNC(=O)c2nc[nH]c2C(=O)N2CCN(C(=O)OC(C)(C)C)CC2)cc1
  LMPTP inh = 0.4; Rpn11 inh = i; MsrA inh = -1.2; Scp1 inh = -4; NadD inh = 5; STEP inh = 0; TbMetRS inhib = -0.2; DNMT1 inh = 2; SUMO1-SIM PPI = 1; CSN deneddyl inh = 2

Structure: Fc1ccc(COc2ccc3ccccc3c2CNc2nn[nH]n2)cc1
  LMPTP inh = 0.6; Rpn11 inh = i; MsrA inh = 1.0; Scp1 inh = 2; NadD inh = 10; STEP inh = -2; TbMetRS inhib = -0.4; DNMT1 inh = 1; SUMO1-SIM PPI = -11; CSN deneddyl inh = 4

# Remaining list, next part:
SMILES,LMPTP inh,Rpn11 inh,MsrA inh,Scp1 inh,NadD inh,STEP inh,TbMetRS inhib,DNMT1 inh,SUMO1-SIM PPI,CSN deneddyl inh
N#C/C(=C\c1ccc(F)cc1)C(=O)Nc1ccccn1,-2.1,i,2.3,4,1,-1,-1.2,-2,-14,1
O=C(Nc1ccc(N2CCOCC2)cc1)c1cccc(S(=O)(=O)N2CCC(Cc3ccccc3)CC2)c1,0.5,i,0.7,-2,9,-5,-1.1,-12,1,2
N#Cc1ccccc1NC(=O)CSc1nnc(-c2ccccc2)n1-c1ccccc1,-0.6,i,-0.3,6,-2,-2,-1.7,3,-3,0
CN(C)CCNC(=O)C(=O)Nc1cc2c3c(c1)CCC(=O)N3CCC2,-2.9,i,1.7,-11,1,-3,0.2,2,-4,-5
O=C(COC(=O)CCS(=O)(=O)c1ccccc1)NC(=O)c1ccc(OC(F)F)cc1,0.3,i,0.8,-4,-5,-2,-0.3,2,2,-3
COc1ccc(CNC(=O)COC(=O)c2ccc(Br)o2)cc1,-1.5,i,-0.6,-3,3,-2,-0.3,-1,-7,-5
Clc1ccc2nc(N3CCCCC3)sc2c1,1.7,i,-0.3,1,1,-1,1.0,-4,1,0
Cc1ccc2c(c1)COc1c3ccc(C(=O)O)cc3nn1-2,-1.1,i,3.4,10,3,0,-0.1,15,-15,1
O=C(Nc1nnc(C2=COCCO2)o1)c1ccc(F)cc1,-2.2,i,2.9,-7,-1,0,0.0,2,0,-6
Cc1ccc2nc(-c3ccccn3)c(N)n2c1,-1.5,i,-0.3,/,-3,0,-1.7,15,-11,4
CCN(Cc1ccccc1)C(=O)Cn1cc(S(=O)(=O)NC)c(S(=O)(=O)NC)c1,2.4,i,0.3,8,-2,0,-1.5,2,-5,4
CCN(CC(=O)NCc1cccs1)C(=O)/C=C/c1cc(OC)c(OC)c(OC)c1,-0.4,i,0.7,-1,-1,0,-0.4,1,-2,-5
COCCNC(=S)N(CCCO)Cc1cc2cc3c(cc2[nH]c1=O)OCCO3,-1.7,i,1.0,-10,-9,3,-1.8,1,-4,1
COc1cc(OC)c(NC(=O)[C@@H]2CCC(=O)N2C2OC(=O)c3c2ccc(OC)c3OC)cc1Cl (some centres undefined),-1.1,i,-0.3,-1,-5,0,-1.9,-2,1,2
O=C(Nc1ccc(S(=O)(=O)N2CCOCC2)cc1)c1ccccc1,1.2,i,/,-15,-5,-1,-1.5,2,0,-2
Cc1ccccc1S(=O)(=O)NC(=O)C1(C)CCN1C(=O)Cc1ccccc1Cl (centres undefined),-1.3,i,0.3,/,-1,-1,-0.3,2,8,0
Cc1cc(C)cc(NC(=O)C(OC(=O)c2ccc([N+](=O)[O-])o2)c2ccccc2)c1 (centres undefined),2.3,i,0.5,-5,7,0,0.1,-19,-5,6
COc1ccccc1N1CCN(C(=S)NC(=O)/C=C/c2ccc(F)cc2)CC1,0.2,i,-0.7,1,3,3,-0.2,-4,0,3
Cc1ccc(C(=O)NCC(=O)OCC(=O)c2ccc(Cl)s2)cc1,-0.8,i,-1.0,-4,-4,2,0.7,2,-3,0
CC1(C(=O)NS(=O)(=O)c2ccc(Cl)cc2)CCN1C(=O)Cc1ccc(-c2ccccc2)cc1 (centres undefined),-1.7,i,0.4,/,3,-1,0.1,0,10,3
COc1ccc(-n2c(C)nc3cc(C(=O)NCCN4CCOCC4)ccc32)cc1,0.4,i,2.1,-8,-6,-1,-0.4,2,3,2
Cc1csc(SCC(=O)Nc2ccc(F)cc2Cl)n1,-0.5,i,-1.3,5,-2,-3,-0.8,1,-1,-2
COc1ccc(S(=O)(=O)N(C)C)cc1NC(C)C(=O)Nc1cccc(C#N)c1 (centres undefined),-0.9,i,0.6,-1,-4,0,-1.4,-7,5,-4
COc1ccc(C(=O)Nc2ccc(Cl)cc2C(=O)NCCN2CCOCC2)cc1,-0.3,i,-0.8,-5,-4,-2,-0.4,-3,1,4
N#Cc1ccc(CN2CCN(C(=O)CNC(=O)Cc3cccc4ccccc34)CC2)cc1,-0.1,i,-0.6,-7,0,1,-0.2,-1,1,2
Cc1ccc(C)c(S(=O)(=O)NCC(c2ccc3c(c2)OCO3)N2CCOCC2)c1 (centres undefined),-0.6,i,-0.1,-6,0,-1,-0.2,-2,9,1
Cc1ccc(NC(=O)C(C)c2cccc(C(=O)c3ccccc3)c2)cc1O (centres undefined),3.9,i,-0.1,-9,-6,0,84*,-6,3,-7
CCOC(=O)C1=C(O)C(Nc2nc3ccccc3s2)(C(F)(F)F)N=C1C (centres undefined),-8.9,i,0.5,-7,0,0,-1.0,3,-10,-3
CC1CN(CCOCCSc2ccccc2)CC(C)O1 (centres undefined),-1.0,i,0.3,1,1,2,-0.3,0,-1,3

# Screens: PubChem BioAssay, several laboratories

# Hits appear at their usual frequency. Share with any hit: about 3.9%.
